# Source: PubChem BioAssay
# ROMK mod: modulates human ROMK potassium channel activity; Tet-inducible ROMK, thallium flux fluorescence; actives lie on both sides; B-score at 10 µM; 130,000 tested, 2% active;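 active = signal ratio slope over the read window, or its plate-corrected B-score, at least 3 SD from the plate mean, either direction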;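 also: B-score of the F/F0 ratio slope over 7 to 12 s after thallium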
# STAT3 act: increases IL-6 driven STAT3 reporter signal. U3A cells, IL-6 STAT3-luciferase reporter, luminescence; 100% = signal with IL-6 EC80 alone. activation (% of control), % at 5.6 µM. 190,000 tested, 0.91% active;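 active = activation above the screen-wide mean of compound activation plus 3 SD, cut at about 130% in these data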;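 also: 0% = background luminescence of wells with medium and substrate only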
#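 Assay system – human STAT1-deficient U3A cells with stable STAT3-luciferase reporter · Also added – IL-6 (33 ng/mL) · Schedule – compound 1 h, then IL-6 6 h at 37 °C · Technique – reporter luminescence signal · Evaluation – % activation versus median of IL-6-stimulated wells · Benchmarks – IL-6-only wells as 100% reference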
# TR-FRET SRC-2 ct: counter-screen for PPARgamma SRC-2 recruitment agonists: TR-FRET artefact | stronger effect = higher value | TR-FRET ratio at 8 µM | 200,000 tested, 0.4% active | AID 1049; in the data active = TR-FRET ratio above about 2000; also: inactives centre near 1500
# PPARg SRC1 recr: PPARgamma-driven SRC-1 recruitment agonism | P37231 | PPARgamma-SRC-1 coactivator recruitment biochemical assay | activation, % at 8 µM | 200,000 tested, 0.41% active; in the data active = activation above about 19%;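 also: 0% = DMSO and 100% = reference agonist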
# Target sequence (P37231 whole entry, looked up): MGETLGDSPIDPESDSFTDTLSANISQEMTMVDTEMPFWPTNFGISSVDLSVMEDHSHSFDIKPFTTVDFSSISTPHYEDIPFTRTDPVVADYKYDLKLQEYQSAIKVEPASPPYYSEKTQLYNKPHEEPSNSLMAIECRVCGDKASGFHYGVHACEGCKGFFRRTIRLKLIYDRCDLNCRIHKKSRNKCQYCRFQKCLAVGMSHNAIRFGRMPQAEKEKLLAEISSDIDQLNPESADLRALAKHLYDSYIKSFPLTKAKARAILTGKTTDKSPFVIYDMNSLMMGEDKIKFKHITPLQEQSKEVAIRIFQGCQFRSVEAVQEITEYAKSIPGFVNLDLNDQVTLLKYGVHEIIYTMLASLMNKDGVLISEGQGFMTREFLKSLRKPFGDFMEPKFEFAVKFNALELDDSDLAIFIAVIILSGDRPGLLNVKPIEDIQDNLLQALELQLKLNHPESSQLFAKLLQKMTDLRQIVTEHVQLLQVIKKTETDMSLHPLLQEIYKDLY
# RAM network inh: yeast RAM network inhibition; S. cerevisiae dse1pr::URA3 reporter, 5-FOA growth OD615, 2 d; analog-sensitive cbk1-as2 kinase mutant strain; inhibition, % at 50 µM; 190,000 tested, 1.8% active;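 active = inhibition above a set limit, 3 SD over mean compound inhibition, cut at about 8.4% in these data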;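 also: 0% = DMSO-only wells with no growth and 100% = 10 µM 1-NA-PP1 full growth; inhibition rescues growth on 5-FOA so higher OD means more RAM inhibition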
# S1P3 antagonist: S1P3 (human) receptor antagonism; Q99500; 170,000 tested, 0.27% active; CHO S1P3 NFAT-BLA reporter, FRET fluorescence, antagonist mode; inhibition, % at 4.98 µM; AID 485;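 active = inhibition above the plate cutoff, the mean inhibition of test wells on that plate plus 3 SD, cut at about 28% in these data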;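 also: cells challenged with S1P at its EC80 of 0.8 µM; blue over green emission ratio from cleaved BLA substrate after 4 h stimulation; 0% = S1P-stimulated wells and 100% = unstimulated DMSO-only wells; some compounds past the cut are filed as inactive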
# Target sequence (Q99500 whole entry, looked up): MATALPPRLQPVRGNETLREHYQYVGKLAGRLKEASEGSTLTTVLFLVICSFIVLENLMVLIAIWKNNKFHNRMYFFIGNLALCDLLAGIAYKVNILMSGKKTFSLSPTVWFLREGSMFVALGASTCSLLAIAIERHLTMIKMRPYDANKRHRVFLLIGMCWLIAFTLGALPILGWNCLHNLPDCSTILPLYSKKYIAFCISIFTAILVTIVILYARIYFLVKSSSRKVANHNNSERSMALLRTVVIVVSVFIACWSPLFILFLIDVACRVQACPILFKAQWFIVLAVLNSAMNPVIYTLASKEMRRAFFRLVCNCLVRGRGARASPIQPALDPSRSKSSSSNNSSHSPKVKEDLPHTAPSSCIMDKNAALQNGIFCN
# PPARg SRC2 recr: agonists of SRC-2 recruitment by human PPARgamma. PPARgamma LBD-SRC-2 recruitment, biochemical. activation, % at 8 µM. 200,000 tested, 0.34% active. AID 1032; in the data active = activation above about 22%;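 also: 0% = vehicle and 100% = reference agonist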
# PPARg SRC-3 ag: PPARgamma-driven SRC-3 recruitment agonism; P37231; biochemical PPARgamma/SRC-3 coactivator recruitment assay; activation, % at 8 µM; 200,000 tested, 0.26% active; AID 731; in the data active = activation above about 23%;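 also: 0% = DMSO and 100% = reference agonist; some compounds past the cut are filed as inactive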
# STAT1 inh: inhibitors of IFN-gamma induced STAT1 signaling. NIH 3T3 STAT1-luciferase reporter, luminescence. inhibition, % at 5.5 µM. 200,000 tested, 0.35% active. AID 920;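 active = inhibition above a set limit, the mean inhibition across all tested compounds plus 3 SD, cut at about 34% in these data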;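 also: 0% = IFN-gamma with DMSO and 100% = IFN-gamma with 300 µM nifuroxazide; values of inactives mirror those of a sister screen read the other way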
# TLR4 MyD88 comp: TLR4-MyD88 interaction inhibition in cells; HeLa CL3-4 TLR4/MyD88 BLA complementation, FRET ratio; 200,000 tested, 0.18% active; inhibition, % at 8.4 µM; in the data active = inhibition above about 25%;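 also: 0% = vehicle and 100% = reference inhibitor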
# STAT3 inh: STAT3 signaling inhibition. inhibition, % at 5.5 µM. 190,000 tested, 0.89% active. U3A cells, IL-6 STAT3-luciferase reporter, luminescence; host cell line lacks STAT1;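 active = inhibition above the mean inhibition across all screened compounds plus 3 SD, cut at about 44% in these data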;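 also: 0% = DMSO only wells and 100% = 100 µM nifuroxazide control wells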
# Starred values were filed as active, the others as inactive; / = no result given. Rows are unselected, and some 5.6% of all compounds hit somewhere here.
SMILES,ROMK mod,STAT3 act,TR-FRET SRC-2 ct,PPARg SRC1 recr,RAM network inh,S1P3 antagonist,PPARg SRC2 recr,PPARg SRC-3 ag,STAT1 inh,TLR4 MyD88 comp,STAT3 inh
CCN(CC)c1ccc(/C=c2/sc3nnc(-c4ccccc4C)n3c2=O)cc1,/,100,1581,-1,3.8,/,0,-2,-3,-3,0
CCN1CCc2c(C#N)c(N3CCCCC3)nc(N3CCOCC3)c2C1,-2.3,106,1263,5,1.9,/,-4,2,1,-4,-2
C=CCc1cccc(OC)c1OCCOCCn1ccnc1,-0.035,103,1606,10,0.5,14,-9,5,4,-6,-4
Cc1cccc(N2C(=O)SC(N(C)c3ccccc3)C2=O)c1 (configuration not stated),0.39,102,1270,-6,2.2,-6,-7,-7,-3,-6,4
O=C(Nc1ccccc1)Nc1ccc2snnc2c1,-0.27,99,1324,0,0.1,/,7,10,-22,2,4
CCc1c(C)sc(NC(=O)c2cccs2)c1C(N)=O,-0.017,98,1610,4,1.7,/,0,-1,-25,1,8
CCCCn1nc(C(=O)Nc2ccc(S(=O)(=O)Nc3ncccn3)cc2)c2ccccc2c1=O,1.7,103,1603,4,3.1,0,0,3,4,1,2
Cc1c(/C=C/C(=O)c2ccccc2O)cnn1C,-0.29,112,1589,5,0.7,-7,-4,2,-14,1,-9
O=C(NCc1ccccc1Cl)NC(=O)c1ccccc1,0.29,88,1636,-1,0.2,15,8,5,-17,13,18
CCC(Sc1nc2cc(OC)c(OC)cc2c(=O)n1Cc1ccco1)C(=O)NCCOC (configuration not stated),/,106,1467,10,1.1,/,-4,1,10,0,-2
CCOC(=O)C1CCCN(Cc2ccc(OC)cc2OC)C1 (configuration not stated),/,96,1507,5,1.5,28,-4,-4,9,6,9
CCCc1cc2c(-c3ccccc3)cc(=O)oc2cc1OCc1ccc(C(=O)O)o1,/,110,1560,9,5.5,-6,-7,-1,-2,2,-7
CN(CC(O)COc1ccc(OCC(O)CN(C)C2CCCCC2)cc1)C1CCCCC1 (configuration not stated),0.8,102,1581,6,1.1,/,5,5,2,-16,-2
CCc1cccc(C)c1NC(=S)NCc1ccc2c(c1)cc(C)n2C,-0.17,99,1854,0,4.5,12,5,6,8,10,1
COC(=O)C(C)Sc1ccc2nnc(-c3ccccc3)n2n1 (configuration not stated),0.65,101,1640,1,-0.5,-3,3,-1,1,-12,0

# A few values from the results shown.
# Cc1c(/C=C/C(=O)c2ccccc2O)cnn1C in STAT3 inh: -9
# CCc1cccc(C)c1NC(=S)NCc1ccc2c(c1)cc(C)n2C in TLR4 MyD88 comp: 10
# CCc1c(C)sc(NC(=O)c2cccs2)c1C(N)=O in STAT3 act: 98

# Next records:
SMILES,ROMK mod,STAT3 act,TR-FRET SRC-2 ct,PPARg SRC1 recr,RAM network inh,S1P3 antagonist,PPARg SRC2 recr,PPARg SRC-3 ag,STAT1 inh,TLR4 MyD88 comp,STAT3 inh
COc1ccc(C(=O)NNC(=O)c2ccc(S(=O)(=O)N3CC(C)OC(C)C3)cc2)cc1 (configuration not stated),-0.81,96,1470,-7,0.4,-1,0,2,-9,6,11
COc1ccc(OC)c(NC(=O)CSCC(=O)O)c1,0.59,99,1724,3,1.3,14,5,-1,-1,-3,6
O=C1c2ccccc2C(=O)N1CCCCN(C(=O)c1ccco1)c1ccc(Cl)cc1,-3.4*,94,1527,-3,7.5,-25,-1,-5,8,9,10
O=C(NC1CCCCC1)C(c1ccccc1)N1CCc2ccccc21 (configuration not stated),/,110,1800,2,0.0,/,9,5,1,-13,-2
Cc1cccc(C)c1NC(=S)N(CCCN1CCCCC1)Cc1ccco1,0.0071,95,1547,-7,1.0,-12,-1,4,-5,-2,17
CCOC(=O)CNC(=O)c1ccc2[nH]c3ccccc3c2c1,0.22,79,1668,13,0.7,-22,5,0,-10,1,26
COc1cc(/C=C(\C#N)c2ccccn2)ccc1OCC(=O)Nc1ccc(Br)cc1,-0.47,104,1574,3,3.1,4,3,-1,2,3,-7
CC(=O)NC1C(=O)N=C(SCC(=O)NC2CCCCC2)NC1=O (configuration not stated),/,105,1496,10,2.4,-13,11,9,-8,8,-5
COC(=O)c1ccccc1NC(=O)c1cc([N+](=O)[O-])nn1Cc1ccccc1,-0.44,96,1532,-1,4.2,13,-6,0,5,-6,8
CCOc1ccc2nc(NC(=O)c3cnc(C)cn3)sc2c1,0.42,78,1539,3,4.0,/,4,16,-13,-7,27
CCOC(=O)c1cn[nH]c1N,/,102,1623,-4,0.1,11,1,-6,-2,-12,1
CCNC(=S)NNC(=O)c1cc(C2CC2)nc2ccccc12,0.044,103,1551,4,-0.1,/,-1,0,-1,4,4
CC(C(=O)Nc1ccc(Cl)cc1)c1ncc(C(F)(F)F)cc1Cl (configuration not stated),/,98,1438,-4,1.6,/,-4,0,4,-12,6
COc1ccnc(NCc2cccnc2)c1C#N,/,100,1631,-1,1.2,/,3,6,-7,-5,9
CCOC(=O)c1cn(-c2ccc([N+](=O)[O-])cc2)c2cc(Cl)c([N+](=O)[O-])cc2c1=O,/,100,1570,9,4.9,-1,-2,-4,3,-6,-5
CCCCc1ccc(/C=C2/C(=O)ON=C2c2ccccc2)s1,/,99,1508,1,6.5,8,-4,-1,2,11,0
Cc1ccccc1CNS(=O)(=O)c1ccccc1[N+](=O)[O-],-0.54,91,1660,8,1.2,-10,8,-1,-2,8,15
Nc1ccc(-c2n[nH]c(=O)c3ccccc23)cc1N,/,100,1693,10,-0.1,/,12,6,2,0,2
COc1ccc(CCNC(=O)c2ccc3c(c2)NC(=O)C(N2CCOCC2)S3)cc1OC (configuration not stated),-0.4,87,1499,0,3.4,9,0,-9,8,-3,22
COc1cccc(C(=O)Nc2cc3c(cc2C(C)=O)OCCO3)c1,-0.42,93,1814,6,6.3,-22,7,0,7,-7,7
CCOC(=O)c1cc(-c2ccc(C)c([N+](=O)[O-])c2)nc2c1c(=O)n(C)c(=O)n2C,1.1,104,1414,3,3.8,2,10,5,-10,-2,0
CCC(CC)NC(=O)c1cc([N+](=O)[O-])ccc1N1CCOCC1,/,98,1542,4,2.1,-13,3,1,-2,-8,1
CCC(=O)Nc1nc(CC(=O)Nc2ccccc2OC)cs1,/,104,1502,5,1.0,/,-7,-11,-4,-5,-1
COc1cccc(C2=NOC(C(=O)Nc3ccc(C(C)=O)cc3)C2)c1 (configuration not stated),/,97,1542,5,3.0,18,-1,-3,-15,-6,9
Cc1ccc(/C=C(\C#N)C(=O)NCC2CCCO2)o1 (configuration not stated),/,83,1521,13,-0.2,3,0,-1,-6,-3,24
COc1ccc(-c2c3c(=O)n(C)c(=O)n(C)c3c3nnc4ccccc4n23)cc1,/,93,1542,0,/,-5,10,4,-1,2,11
CCC(C)NC(=O)C(=O)NCC1CCCN1CC (configuration not stated),/,103,1460,-2,0.0,-5,11,4,3,-7,0
CCN(CC)S(=O)(=O)c1ccc(Cl)c(NC(=O)COC(=O)c2ccc(O)cc2)c1,-1.8,97,1578,1,2.4,-7,5,0,6,-2,11
Cc1[nH]nc2c1/C(=N\O)CC(C)(C)C2,-0.6,101,1539,5,1.0,-38,-10,4,-1,2,2
CCOC(=O)C(=CNc1cccc(N)n1)C(=O)OCC,/,88,1676,-1,0.9,/,-1,10,5,-10,18
Cc1ccccc1-n1c(SCC(=O)N(C)C2CCS(=O)(=O)C2)nnc1-c1ccncc1 (configuration not stated),0.57,101,1550,8,1.7,18,10,2,6,-11,4
CCN=C1SC(C(=O)Nc2cccc(Br)c2)CC(=O)N1CC (configuration not stated),/,110,1436,-4,1.5,7,-1,-4,-10,-21,-9
CCOC(=O)N1CCN(C(=O)CSc2nnc(-c3ccc(Cl)s3)o2)CC1,/,107,1368,4,/,-26,8,5,5,-9,-7
COc1ccc(C(=O)N/N=c2\oc3ccccc3cc2C(=O)NCc2ccccc2)cc1,0.63,98,1462,-3,5.2,-13,-1,4,-10,10,6
CCOc1ccc(NC(=O)C(CC(=O)O)Cc2ccccc2)cc1 (configuration not stated),0.13,97,1495,4,-0.5,-25,-3,5,-1,-7,3
CN(C)/C=N/c1cc(=O)[nH]c(=O)n1C,0.072,97,1590,6,1.2,-17,9,0,3,-1,1
c1ccc(-c2cc3c(ccc4nonc43)nn2)cc1,-0.3,114,1453,-3,5.0,-17,-6,3,-4,4,-13
O=C(CCN1C(=O)COc2ccccc21)NCCN1CCN(c2ccccc2F)CC1,0.25,104,1482,2,-0.4,-26,-4,-3,0,-5,-2
Cc1ccc(C(=O)NC2CC(C)(C)NC(C)(C)C2)cc1C,0.35,101,1558,4,2.6,-7,-6,9,3,-9,1
Cc1ccc(OCc2nnc(SCC(=O)Nc3nccs3)n2-c2ccccc2)cc1C,0.11,93,1508,2,0.5,/,-1,-3,3,-5,12
CCCCC(=O)N(c1ccc(C(=O)O)cc1)c1nc(-c2ccc(Cl)cc2)c(CC)s1,0.79,99,1570,4,3.6,-1,9,3,-1,2,12
O=C1Nc2ccccc2N(O)N1c1cc(-c2cccc(Cl)c2)no1,2.4,100,1513,-8,0.3,/,7,1,-3,6,4
COc1ccc(CN2C(=O)c3ccccc3C(/C=N/OCc3ccc(Cl)cc3)C2=O)cc1 (configuration not stated),/,100,1467,12,10*,/,-3,5,1,7,9
Cc1cccc(NC(=O)c2cc([N+](=O)[O-])ccc2Cl)c1O,0.25,155*,1604,7,2.2,-3,-1,10,6,-10,-49
CCOC(=O)N1CCN(C(=O)CN(C)S(=O)(=O)c2ccc3c(c2)C(C)(C)C(=O)N3C)CC1,0.75,94,1427,-3,-0.1,2,-4,11,2,-2,9
Nc1nnc(-c2ccncc2)s1,0.053,108,1302,-4,1.2,-31,-3,6,1,10,-5
COC(=O)C(C)n1nc(C)n(-c2ccc(C)cc2)c1=O (configuration not stated),/,98,1445,4,-0.7,/,10,14,-6,-9,12
O=C(CN(c1ccc(F)cc1)S(=O)(=O)c1ccccc1)NCc1ccco1,/,104,1667,5,1.9,3,6,14,5,-7,1
COc1ccc(-c2nnc(-c3cc4c(ccc5ccccc54)oc3=O)o2)cc1,/,106,1508,0,5.6,/,4,4,-3,1,-6
CCOc1ccc(NC(=S)N(CCc2c(C)[nH]c3ccccc23)Cc2ccco2)cc1,2.3,100,1338,0,1.1,-5,9,1,10,5,0
COc1ccc(CNC(=O)C(NC(C)=O)C(=O)Nc2ccc(C(C)C)cc2)cc1 (configuration not stated),0.56,102,1477,-2,1.8,0,-2,1,-7,-4,2
